aSyn 5UTR inh: 5' untranslated region of α-synuclein, MLPCN primary screen; alpha-synuclein 5'UTR reporter, inhibitor activity; inhibition, % (tested at 7.5 µM); 0.82% of 300,000 active; AID 1813; in the data active means inhibition above about 60%; inconclusive means no clear call, values can overlap the other calls;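 further: H4 neuroglioblastoma cells stably carrying SNCA 5'UTR luciferase fusion; 0% = DMSO wells and 100% = positive control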
SKKanGAS inh: blocks kanamycin growth of S. pyogenes SKKanGAS strain. BacTiter-Glo, 6 h. inhibition, % at 7.5 µM. 1.3% of 300,000 active. AID 1662;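 active means mean replicate score, as percent of positive control median, at least 50; inconclusive means mean below 50 but one replicate at or above 50; inactive means mean and every replicate below 50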;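 further: strain carries kanamycin resistance gene driven by streptokinase promoter and grows in 40 µg/ml kanamycin; loss of luminescence reflects streptokinase promoter inhibition or plain growth inhibition; 0% = median of DMSO wells and 100% = positive control at its reference dose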
AI-2 QS mod: Vibrio harveyi AI-2 quorum sensing modulation. Vibrio harveyi JMH597 AI-2 luminescence/OD600 ratio, 9 h; stronger effect = lower value; strain lacks LuxN and CqsS sensors; 0 = neutral-control median. activity change, % at 7.5 µM. 0.4% of 300,000 active. AID 2094; in the data active means activity change below about -75%, passing the limit was not always enough; inconclusive means no clear call, values can overlap the other calls;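 further: luminescence divided by OD600 gain over 9 h not by final OD600 alone; inactives centre near 13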
HSF1 inhib: HSF1 inhibition. NIH3T3-HGL HSE-luciferase, MG132-induced, luminescence 8 h; stronger effect = lower value. activity change, negative = inhibition, % at 7.5 µM (by protocol). 0.77% of 300,000 active. AID 2098;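 active means more than half of replicate wells show activity change below -50%, luminescence cut by over half; inconclusive means some wells, but at most half, below -50%; inactive means no replicate well below -50%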;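 further: luciferase reports HSF-1 transcriptional activity via heat shock element; 0% = median of DMSO wells and -100% = zero luminescence signal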
HSP90 inh: HSP90 refolding inhibition in rabbit reticulocyte lysate | inhibition, % at 5.6 µM | luciferase refolding luminescence, 3 h | 0.91% of 290,000 active;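 active means inhibition above the screen-wide mean plus 3 SD, computed separately per campaign, cut at about 16% in these data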;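 further: 0% = DMSO wells and 100% = 60 µM geldanamycin wells; inhibitors lower the luminescence because luciferase stays unfolded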
HSF-1 act: increases HSF-1 driven luciferase reporter signal; NIH3T3-HGL HSF-1 luciferase reporter, MG132, 8 h; 100% = twice DMSO control signal; activation, % at 9 µM; 1.7% of 300,000 active;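 active means mean replicate activation of at least 50% with a set share of replicates each reaching 50%; inconclusive means only one of those two conditions met; inactive means mean below 50% and too few replicates reaching it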;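 further: 0% = median of the neutral control wells and 100% = twice that signal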
KLF5 inh: kruppel-like factor 5 inhibition. DLD-1 KLF5 promoter-luciferase reporter, luminescence. inhibition, % at 5 µM. 0.23% of 290,000 active. AID 1700;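 active means inhibition above a per-plate limit of that plate's mean compound inhibition plus 3 SD, cut at about 60% in these data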;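 further: 0% = DMSO wells and 100% = LY294002 at 200 µM; higher means less KLF5 promoter-driven luciferase light; inactives centre near -14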
IEC-6 tox: counter-screen for KLF5 inhibitors: cytotoxicity in IEC-6 cells; inhibition, % at 5 µM; IEC-6 cytotoxicity, luminescence viability; 0.78% of 290,000 active; in the data active means inhibition above about 22%;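 further: 0% = plate median of test compound wells and 100% = cytotoxic reference compound wells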
Platelet DG rel: platelet dense granule release activity. inhibition, %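 (compounds screened at 7.5 µM in platelet-rich plasma)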. human platelet-rich plasma, SFLLRN dense granule ATP release, luminescence. 0.22% of 300,000 active;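 active means mean replicate score, as percent of positive control, at or above 50; inconclusive means mean below 50 but at least one replicate at or above 50; inactive means mean and every replicate below 50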
HIF activator: HIF pathway transcriptional activation | U2OS HRE-luciferase reporter, luminescence; normalized: DMSO 0%, desferrioxamine 100% | activation, % at 7.5 µM (by protocol) | 0.32% of 300,000 active;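 active means mean activation of at least 10% of the iron chelator positive control signal, with at least half of replicates also reaching 10%; inconclusive means mean and replicate majority disagree about reaching 10%; inactive means mean and most replicates under 10%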
* marks the source's active call; other numbers are inactive results; u = inconclusive; x = no result given.

SMILES	aSyn 5UTR inh	SKKanGAS inh	AI-2 QS mod	HSF1 inhib	HSP90 inh	HSF-1 act	KLF5 inh	IEC-6 tox	Platelet DG rel	HIF activator
O=C1N[C@@H](Cc2ccccc2)[C@@H](c2ccco2)O1	-6	0	15	-6	x	6	x	x	6	-0.8
COCCN1CC(=O)N(c2cccc(C)c2C)C(c2ccc(Cl)cc2)C1=O (centres undefined)	-2	3	20	-8	-2	-18	8	0	-1	-0.1
CCOC(=O)c1ccccc1NC(=O)/C=C/C(=O)O	5	-5	16	8	0	1	-38	5	-14	0.4
COc1ccccc1NC(=O)N1CCN(C(=O)Nc2ccccc2OC)CC1	-3	4	0	2	4	-7	-24	7	2	0.2
NC(=S)N/N=C/c1ccc(Br)o1	8	-22	21	-5	2	-14	-6	0	-6	0.1
O=C(NCc1ccco1)c1ccc(COc2cccc3ccccc23)cc1	33	-8	9	22	3	39	-47	4	-9	-0.7
COC(=O)c1cc(C(=O)c2cc(Cl)ccc2O)coc1=N	10	12	21	1	-1	-2	-13	2	1	-0.7
O=C(CN1C(=O)c2ccccc2C1=O)Nc1ccccc1N1CCOCC1	x	4	10	x	4	x	-9	3	x	x
Cc1ccc(Cn2ccc(NC(=O)c3cc(C(C)C)on3)n2)cc1	-48	-6	35	5	1	19	-31	-8	14	1.4
CC(C)n1c(C(F)(F)F)nc2cc(C(=O)N3CCOCC3)ccc21	21	0	39	5	-6	-10	-30	-10	1	-1.7
COC(CNC(=O)C1CCCN1C(=O)OCc1ccccc1)OC (centres undefined)	5	2	17	-5	-2	-4	-8	-3	4	-0.1
COc1cccc(C(=O)CC(C#N)c2ccc(F)cc2)c1 (centres undefined)	-5	-1	-7	-9	-2	-3	-2	-5	2	1.3

Some of the entries so far, with two lines to a compound.
Second line of a record – aSyn 5UTR inh	SKKanGAS inh	AI-2 QS mod	HSF1 inhib	HSP90 inh	HSF-1 act	KLF5 inh	IEC-6 tox	Platelet DG rel	HIF activator
> COc1ccccc1NC(=O)N1CCN(C(=O)Nc2ccccc2OC)CC1
→ -3	4	0	2	4	-7	-24	7	2	0.2
> NC(=S)N/N=C/c1ccc(Br)o1
→ 8	-22	21	-5	2	-14	-6	0	-6	0.1

New compounds follow:
SMILES	aSyn 5UTR inh	SKKanGAS inh	AI-2 QS mod	HSF1 inhib	HSP90 inh	HSF-1 act	KLF5 inh	IEC-6 tox	Platelet DG rel	HIF activator
CC(/C=C/c1ccco1)=N/NC(=O)c1ccccc1Cl	-47	-3	42	27	1	u	8	4	-2	2.9
Cc1ccc(OS(=O)Nc2cccc3nccnc23)cc1 (centres undefined)	-20	20	30	-1	-1	1	-26	-1	7	-0.4
C=CCCCCCCCCC(=O)Nc1c[nH]c(=O)[nH]c1=O	12	-9	14	2	1	-4	-31	-6	-3	-0.5
OCCNc1nc(-c2ccccc2)c2cc(Br)ccc2n1	44	1	x	-12	-1	-20	-35	0	-12	-2.4
Cc1ccccc1C(=O)NC1CCN(CC(=O)Nc2ccccc2Cl)CC1	4	2	9	4	-3	5	-10	-5	-3	-2.2
CCOC(=O)c1c(NC(=O)CSc2nnc3c(n2)[nH]c2ccccc23)sc2c1CCN(C)C2	-15	-10	78	0	0	22	-22	-1	9	0.0
COc1cc(/C=N\Nc2ccc([N+](=O)[O-])cc2)ccc1OCC(=O)Nc1ccc(C)c(C)c1	-19	11	12	-9	14	-9	-34	-6	1	-0.6
COc1ccc(C(=O)NC2(C(F)(F)F)NC(=O)N(CCCc3ccccc3)C2=O)cc1OC (centres undefined)	22	-5	25	-2	-2	5	-12	-4	-3	-0.5
c1ccc(-c2nnc(N3CCOCC3)c3ccccc23)cc1	18	1	22	-6	-1	0	-9	0	10	-0.1
CC(=O)N/C(=C\c1ccccc1Cl)C(=O)O	-6	-3	10	-4	3	6	-22	1	0	-0.3
CCOC(=O)N1CCC(NC(=O)Cn2cc3c(n2)CCCCC3)CC1	-3	-1	30	16	-2	40	-27	0	5	-0.2
CCOc1ccc(C(=O)NCCc2ccc3c(c2)OCCO3)cc1	-10	1	-20	-5	5	-6	-45	-2	2	0.1
COc1ccccc1OCCCN1C(=O)C(=O)c2cccc(C)c21	-8	3	-5	-4	-6	-9	-19	10	1	0.7
CCN(Cc1ccccc1)C(=O)COC(=O)c1cnc(C)cn1	3	-18	11	3	6	16	-16	-6	-5	-0.6
CSc1ccc(/C=C(/NC(=O)c2ccco2)C(=O)N2CCOCC2)cc1	-21	1	-10	-3	-2	3	-25	-10	2	-0.2
N#Cc1c(N)n(-c2ccc(N)cc2)c2nc3ccccc3nc12	34	-4	37	3	3	13	-22	4	23	-0.3
COc1ccc(CCCc2nnc(SCC(=O)Nc3ccc(OC)cc3)o2)cc1	-6	-5	14	4	4	1	10	2	7	0.1
O=C(CCCn1cc([N+](=O)[O-])cn1)Nc1ccc2c(c1)OCO2	-19	4	10	-5	-5	6	-21	0	0	-0.2
COc1cccc(C(=O)NCCS(=O)(=O)N2CCCCC2)c1	14	-2	20	-1	x	8	x	x	2	-1.3
COCCNC(=O)/C=C/c1c(Cl)cccc1Cl	29	-2	24	-6	0	-16	-14	2	9	-0.1
Cc1cc(O)cc(=O)n1Cc1ccccc1	2	6	36	-1	x	1	x	x	-2	-0.2
COc1cc(/C=N/NC(=S)NCCc2ccccc2)cc(OC)c1OC	9	-10	28	-3	0	3	-20	6	-1	0.2
O=C(O)[C@@H](O)c1ccccc1	9	-3	16	-3	-4	-17	-21	-4	14	0.1
Cc1ccc(NC(=O)C2CCN(S(=O)(=O)c3ccc4[nH]c(=O)ccc4c3)CC2)c(C)c1	7	-24	9	-2	-5	-1	-7	-3	20	0.2
CC1=NN(C(=O)c2ccc(Cn3nc(C)c(Br)c3C)cc2)C(O)(C(F)(F)F)C1 (centres undefined)	14	0	18	-7	-3	-6	13	-5	-2	0.2
C=CCNC(=O)CN1CCC(c2nc3cc(C)c(C)cc3[nH]2)CC1	-2	3	18	-3	-1	13	-36	8	1	-0.7
CO/N=C/C(c1ncc(C(F)(F)F)cc1Cl)S(=O)(=O)c1ccccc1 (centres undefined)	-16	-2	16	-3	-2	4	-21	-3	-23	-0.4
COc1cc(/C=C2\SC(=Nc3ccc(O)cc3)NC2=O)cc(OC)c1O	-6	-4	5	11	3	3	9	1	7	0.0
CCn1c(C(C)NC(=O)c2ccc(C)cc2)n[nH]c1=S (centres undefined)	-17	0	7	-1	0	-5	-16	-7	3	-0.5
CCOC(=O)N1CCC(NC(=O)C2=C(C)C(=O)OC23CCC(C)CC3)CC1 (centres undefined)	1	-1	38	1	1	-13	0	5	1	-0.2
OCCNCc1cc(Br)ccc1OCc1ccc(Cl)cc1	19	3	15	10	-3	18	19	-9	-1	0.1
COc1ccc(C(=O)C2CCCN(C(=O)c3ccc(OC)o3)C2)c(C)c1 (centres undefined)	-1	-4	14	1	2	5	-2	-8	13	-0.1
CCN(CC)C(=O)c1sc(NC(=S)N2CCN(C(=O)C3CCCO3)CC2)c(C(=O)OC)c1C (centres undefined)	14	13	10	-2	8	-10	-3	2	13	1.7
O=C(NCC(c1cccnc1)N1CCOCC1)c1ccco1 (centres undefined)	23	5	7	-4	0	8	-28	4	-3	-0.8
COc1cccc(/C=N/NC(=O)CCCC(=O)Nc2ccc(Br)cc2)c1	33	-4	8	4	2	23	6	3	3	0.5
COc1ccc(Nc2ncnc3sccc23)cc1	-98	0	x	15	-3	24	-103	4	1	2.6
Cc1ccc([C@@H]2[C@@H]3C(=O)N(C)C(=O)[C@@H]3[C@]3(C)C(=O)N(Cc4ccccc4)CC(=O)N23)o1	21	4	4	-4	-4	20	-17	2	1	-0.4
COc1ccc(CC(=O)N/N=C(\C)CC(=O)Nc2cccc(F)c2)cc1	11	10	15	6	0	3	-3	5	10	0.5
CCC(=O)Nc1ccc(C(=O)Nc2ccc(OC)cc2[N+](=O)[O-])cc1	6	-5	24	-14	0	-9	-32	-3	5	-0.4
CN1CCCc2cc(C#N)c(=O)[nH]c21	-2	-10	23	-4	0	-2	-30	1	-4	-0.1
CCCn1c(SCC(=O)Nc2sc(C)c(C)c2C(=O)OCC)nc2c1c(=O)n(C)c(=O)n2C	16	-18	23	6	4	-2	-22	7	-7	-0.2
O=C(c1ccc(Cl)c(S(=O)(=O)N2CCOCC2)c1)N1CCCC1	2	0	9	1	-2	14	-4	0	2	1.7
COc1ccc(C(=O)Nc2nccs2)cc1OC	-71	-5	17	6	-4	16	-12	1	-10	4.0
COC(=O)C1=C(C)Nc2nc(-c3ccccc3)nn2C1c1ccc(C)o1 (centres undefined)	11	-1	16	8	-1	-1	-62	5	5	0.0
CC(=O)Nc1ccc(S(=O)(=O)N2CCN(C(C)CCc3ccccc3)CC2)cc1 (centres undefined)	5	0	14	-46	9	-55	-22	-3	-3	-0.6
COc1c(O)cccc1[C@H](O)C1CCN(CCc2ccc(F)cc2)CC1	-10	0	13	-4	x	4	x	x	14	-0.3
COc1cc(OC)c(C(=O)OCC(=O)NC2CCCC2)cc1OC	10	-2	4	-6	2	3	-13	-4	0	0.0
Cc1nc(NC(=O)c2ccccc2)sc1-c1csc(Nc2cccc(F)c2)n1	-81	19	10	3	37*	30	-19	-3	4	1.1
CC(O)c1cc2c(cc1NC(=O)c1cnn3c1NC(c1ccco1)CC3C(F)(F)F)OCO2 (centres undefined)	16	1	3	-2	2	13	8	4	4	-0.4
O=C(NCC1CCCO1)c1cc2ccccc2cc1O (centres undefined)	-125	10	34	17	x	34	x	x	2	2.4
COC(=O)C1=C(C)N(Cc2ccc3c(c2)OCO3)C(=O)C1	5	-1	11	1	0	-4	7	-3	2	1.4
COc1ccc(CCn2c(O)cc3nn(-c4nc5ccccc5s4)c(=O)c-3c2C)cc1	2	22	16	6	6	30	-15	-3	9	-0.5
CC1CN(C(=O)c2cccc(COc3ccc(Br)cc3)c2)CC(C)O1 (centres undefined)	-104	-2	25	1	0	15	-148	-3	19	0.7
COc1ccccc1NS(=O)(=O)c1ccc(/C=C/C(=O)O)cc1	15	-1	11	-6	2	-1	-26	-3	1	0.1
O=C(Cn1c(=O)[nH]n(-c2ccccc2)c1=O)N1CCCc2ccccc21	0	-9	24	0	3	1	-40	-2	-3	-1.5
CCc1ccc(C(C(=O)NCc2ccc(OC)cc2)N(CCOC)C(=O)Cc2cccs2)cc1 (centres undefined)	-16	-2	16	11	0	13	-15	-1	-7	x
COC(=O)c1sccc1-n1cccc1C(=O)C(=O)N1CCCCC1	0	2	8	-6	0	-7	-38	2	-1	-0.6
CC(C)(C)SCCNC(=O)/C=C/c1ccc(F)cc1	-68	-4	-44	9	-6	6	-76	-5	-12	2.4
NC1=NC2(CCN(Cc3ccccc3)CC2)n2c(nc3ccccc32)N1	30	2	3	-12	0	-34	-63	3	-1	-0.1
Cc1ccc(CNC(=O)C2CCN(S(=O)(=O)c3cccnc3)CC2)cc1	-4	1	u	-2	-4	-1	-6	3	1	x
CCOc1ccc(CC(=O)Nc2nccs2)cc1	-29	10	14	1	4	-18	-45	0	2	-0.6
O=C(CSc1ccc(Br)cc1)NCC(c1ccco1)N1CCCCC1 (centres undefined)	7	-4	12	-2	x	10	x	x	-5	-0.4
